PKM2 act – increases activity of human pyruvate kinase M2; purified PKM2, Kinase-Glo ATP luminescence, activation; response scale: 0% is enzyme alone, no compound; AID 1631; P14618; 260,000 tested, 0.34% active; Potency, µM (top dose mostly 57.5 µM), inactives show at the top dose activation, hits mostly activators; further: potency means the concentration at half of the fitted maximal effect; on the % scale 0 is the no-effect control and ±100 the full control effect; nearly all actives have a fitted effect of over 55% in size
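ATP formation by purified human PK-M2, quantified via coupled luciferase luminescence after 1 h at room temperature with 0.1 mM ADP and 0.5 mM PEP final.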
NPC1 promoter act – NPC1 promoter activation; AID 485313; Potency, µM (doses to about 9.22 µM), for the others: top-dose activation, usual class: activators; 320,000 tested, 2.4% active; Huh7 NPC1 promoter luciferase reporter, 24 h;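 further: potency means the concentration at half of the fitted maximal effect; % of control where 0% means no effect; nearly all actives have a fitted effect of over 60% in size; reporter is driven by a mutant NPC1 promoter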
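Cells: Huh7 expressing luciferase under the NPC1 promoter, 1500/well. Seeded 2 h, compound added, incubated 24 h at 37 °C. Luciferase reagent, 10 min ambient, then luminescence.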
RORg inh – ROR gamma (mouse) transcription inhibition; Drosophila S2 Gal4-RORgamma UAS-luciferase reporter, 20 h; Potency, µM (highest dose often 53.6 µM), for the others: top-dose activity change, negative = inhibition, most hits filed as inhibitors; 310,000 tested, 5.4% active; AID 2551; further: potency means the concentration at half of the fitted maximal effect; on the % scale 0 is the no-effect control and ±100 the full control effect; nearly all actives have a fitted effect of over 60% in size
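Using a luciferase readout, inhibitors were identified by reduced reporter activity in Drosophila cells coexpressing a copper-inducible Gal4–ROR gamma fusion and UAS-driven Photinus luciferase, incubated 20 hr after 700 uM copper sulfate.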
Menin-MLL TR inh – menin-MLL binding inhibition, Texas Red mutant peptide; 270,000 tested, 0.23% active; O00255; Potency, µM (doses to about 61.6 µM), for the others: at the highest dose FP activity change, negative = inhibition, actives largely listed as inhibitors; Menin + Texas Red MLL mutant peptide, fluorescence polarization; active means well fitted inhibition curve with a large enough effect in the polarisation, with a control signal flat, not every such curve was filed as active; inconclusive means small, poorly fitted or top-dose-only effect, or effect the other way, or a change in a side signal; inactive means no such curve, though single readings can be large or run the other way; the % refers to the polarisation; further: potency means the concentration at half of the fitted maximal effect; % of control where 0% means no effect; many of its hits are not listed in these tables
FLuc counter – counter-screen for miR-21 project: firefly luciferase inhibitors or activators | purified FLuc, Km substrates, luminescence inhibition | 360,000 tested, 6.9% active | AID 588342 | P08659 | Potency, µM (top dose mostly 57.5 µM), for inactives: top-dose activity change, negative = inhibition, most hits filed as inhibitors;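 further: potency means the concentration at half of the fitted maximal effect; plate controls were vehicle for no effect and reference inhibitor for full effect; nearly all actives have a fitted effect of over 55% in size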
Target sequence (P08659 whole entry, looked up): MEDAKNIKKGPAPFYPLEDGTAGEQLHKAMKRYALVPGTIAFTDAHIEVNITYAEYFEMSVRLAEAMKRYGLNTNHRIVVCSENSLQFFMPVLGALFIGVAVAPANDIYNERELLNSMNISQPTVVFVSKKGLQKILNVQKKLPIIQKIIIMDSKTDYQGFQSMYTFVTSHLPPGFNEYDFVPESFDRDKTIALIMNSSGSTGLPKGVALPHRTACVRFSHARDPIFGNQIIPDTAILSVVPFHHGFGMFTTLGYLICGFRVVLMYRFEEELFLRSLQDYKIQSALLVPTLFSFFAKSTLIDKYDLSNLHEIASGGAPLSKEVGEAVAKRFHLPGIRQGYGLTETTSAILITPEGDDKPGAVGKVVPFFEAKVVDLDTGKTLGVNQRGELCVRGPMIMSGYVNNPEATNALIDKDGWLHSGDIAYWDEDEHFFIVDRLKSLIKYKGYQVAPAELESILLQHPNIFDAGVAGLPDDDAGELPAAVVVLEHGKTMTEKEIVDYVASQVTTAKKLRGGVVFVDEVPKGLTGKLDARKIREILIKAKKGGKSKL
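Purified P. pyralis luciferase, 10 nM final, with Km-level 10 uM D-luciferin and 10 uM ATP in 50 mM Tris acetate pH 7.5, 10 mM Mg acetate, 0.01% Tween-20, 0.05% BSA; 6-point qHTS titration about 60 µM downward; luminescence read.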
Gal4-VP16 FLuc – inhibits Gal4-VP16 luciferase reporter, ROR gamma counter-screen; Drosophila S2 Gal4-VP16 UAS-luciferase, luminescence, 20 h; Potency, µM (top dose mostly 53.6 µM), without a hit: top-dose activity, negative = inhibition, usual class: inhibitors; 310,000 tested, 3.5% active;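 further: Gal4-VP16 expression switched on by copper sulfate through the metallothionein promoter; potency means the concentration at half of the fitted maximal effect; on the % scale 0 is the no-effect control and ±100 the full control effect; nearly all actives have a fitted effect of over 50% in size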
MBNL1-CUG inh – inhibitors of human MBNL1 binding to CUG repeat RNA. Potency, µM (doses to about 57.5 µM), without a hit: at the highest dose activity change, negative = inhibition, usual class: inhibitors. TR-FRET MBNL1-His/biotin-(CUG)12 binding, 665/545 ratio. Q9NR56. 280,000 tested, 0.036% active. AID 2675; active means well fitted inhibition curve with a large enough effect in the signal ratio, with a control signal flat, not every such curve was filed as active; inconclusive means small, poorly fitted or top-dose-only effect, or effect the other way, or a change in a side signal; inactive means no such curve, though single readings can be large or run the other way; the % refers to the signal ratio; further: potency means the concentration at half of the fitted maximal effect; on the % scale 0 is the no-effect control and ±100 the full control effect
Target sequence (Q9NR56 whole entry, looked up): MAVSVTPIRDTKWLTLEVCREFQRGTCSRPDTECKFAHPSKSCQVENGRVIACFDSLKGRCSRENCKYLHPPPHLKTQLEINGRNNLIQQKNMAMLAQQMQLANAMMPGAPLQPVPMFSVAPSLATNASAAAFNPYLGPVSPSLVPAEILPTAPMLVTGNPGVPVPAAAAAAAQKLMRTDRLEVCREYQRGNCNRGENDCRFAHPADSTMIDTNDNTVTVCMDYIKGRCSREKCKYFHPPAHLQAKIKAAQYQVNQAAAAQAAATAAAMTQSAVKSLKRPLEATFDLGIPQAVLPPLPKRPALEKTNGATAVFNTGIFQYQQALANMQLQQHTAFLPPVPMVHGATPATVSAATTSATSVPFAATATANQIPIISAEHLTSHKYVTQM
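Ratiometric TR-FRET (665 over 545 nm, excitation 340 nm) tracks disruption of MBNL1-His/biotin-(CUG)12 complex after 60 min at room temperature, with compounds at 92 nM to 58 uM final.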
Mito fusion yeast – blocks mitochondrial division or promotes mitochondrial fusion; S. cerevisiae fusion-defective mutant growth rescue, CellTiterGlo 48 h; Potency, µM (series often up to 46.1 µM), for inactives: top-dose growth rescue (activation), most hits filed as activators; 320,000 tested, 0.23% active; AID 485298;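 further: potency means the concentration at half of the fitted maximal effect; % of control where 0% means no effect; nearly all actives have a fitted effect of over 45% in size; temperature-sensitive fusion mutants such as fzo1-1 at 37 °C on non-fermentable ethanol glycerol medium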
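Luminescent cell viability in 1536-well qHTS format served as the measure of rescued growth in ts fusion-mutant S. cerevisiae cultured on non-fermentable YPEG for 48 hours at 37C.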
ELG1 repair inh – blocks ELG1-dependent DNA repair in HEK293T cells | 330,000 tested, 2.3% active | AID 504467 | HEK293T ELG1-luciferase reporter, luminescence, 16 h; DNA damage induced by 5-fluorouridine | Potency, µM (doses to about 46.1 µM), for inactives: at the top dose activity change, negative = inhibition, hits mostly inhibitors; further: potency means the concentration at half of the fitted maximal effect; on the % scale 0 is the no-effect control and ±100 the full control effect; nearly all actives have a fitted effect of over 55% in size
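Overnight (16 hr) co-exposure of 2,000 cells/well to 5-fluorouridine and compound at 37 °C preceded detection. Luciferase was quantified via ONE-Glo luminescence; loss of signal denotes inhibition.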
KCNH2 3.1 block – blocks the human KCNH2 3.1 channel isoform; 340,000 tested, 0.95% active; U2OS KCNH2 3.1, thallium flux FluxOr; active compounds read low; activity change, % (tested at about 1.8 µM);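 active means maximum activity change below -70%; inconclusive means maximum activity change from -70% to -50%; inactive means maximum activity change above -50%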;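 further: thallium influx rate constant from kinetic fluorescence after stimulation buffer; on the % scale 0 is the no-effect control and ±100 the full control effect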
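Kinetic fluorescence (2 min after stimulation buffer) measures Tl+ influx through KCNH2 3.1 expressed by viral transduction in U2OS cells; the rate constant is normalized against DMSO controls serving as positive and negative references.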
Rab9 promoter act – activates the Rab9 promoter; Huh7 Rab9 promoter-luciferase reporter, luminescence, 24 h; 320,000 tested, 2.8% active; Potency, µM (doses to about 9.22 µM), inactives show top-dose activation, negative = inhibition, actives largely listed as activators; further: potency means the concentration at half of the fitted maximal effect; % of control where 0% means no effect; nearly all actives have a fitted effect of over 60% in size
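Steps: seed 1500 Huh7 Rab9-luc cells per well, rest 2 h at 37 °C; add compound in DMSO; incubate 24 h; add luciferase reagent, 10 min ambient; read luminescence.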
* marks the source's active call; other numbers are inactive results; ? = inconclusive; / = not tested or not shown; [ ] = remark or other dose. Unless noted, the call rests on the fitted dose curve; in most records, active means well fitted curve in the direction sought with a large enough effect; inconclusive means small, poorly fitted or top-dose-only effect, or another doubt; inactive means no such curve, though single readings can be large; an effect the other way counts as inactive or inconclusive. A portion of the library; rates above refer to the full screens.

Order of results: PKM2 act	NPC1 promoter act	RORg inh	Menin-MLL TR inh	FLuc counter	Gal4-VP16 FLuc	MBNL1-CUG inh	Mito fusion yeast	ELG1 repair inh	KCNH2 3.1 block	Rab9 promoter act
CCN(C(C)=O)c1ccc(Oc2nc(OC)cc(OC)n2)cc1
    -12%	0%	1%	-5%	-3%	7%	-2%	-3%	-14%	-19	-3%
NS(=O)(=O)c1ccc(O)c(NC(=O)c2ccc([N+](=O)[O-])o2)c1
    -7%	-5%	1%	/	?	7%	/	0%	?	6	-5%
CCOC(=O)COn1c(=O)c[n+]([O-])c2ccccc21
    23%	0%	0%	-8%	-1%	4%	?	0%	1%	9	10%
O=C1CCC(C(=O)N2CCCC2)CN1Cc1cccc(C(F)(F)F)c1 (centres undefined)
    4%	5%	0%	-24%	1%	16%	-6%	1%	-23%	3	-1%
Cc1nn(C)cc1C(C)NC(=O)c1cc(COc2ccc(F)c(F)c2)on1 (centres undefined)
    -1%	8%	26%	0%	-1%	3%	-3%	6%	20%	6	0%
CC(C)CCN1CCN(Cc2ccc(Sc3nncn3C)o2)CC1CCO (centres undefined)
    7%	-7%	-3%	0%	-1%	-6%	-10%	10%	-3%	33	11%
OCCC#Cc1ccc(CN2CCN(C3CCCCC3)C(CCO)C2)cc1 (centres undefined)
    13%	0%	-20%	11%	-2%	10%	-15%	3%	10%	-11	-5%
CN(CC(=O)Nc1cccc(F)c1)C(=O)CCNC(=O)c1ccc(Br)cc1
    -6%	8%	?	/	?	3%	-4%	0%	?	0	25%
Cc1cccc(N(C(=O)CS(=O)CC(=O)Nc2ccc3c(c2)OCO3)C(C)C(=O)NC2CCCC2)c1C (centres undefined)
    8%	-2%	15%	/	-3%	-8%	5%	0%	-17%	6	-1%
COc1c(Cl)cnn(-c2cccc(C)c2)c1=O
    1%	-11%	5%	-11%	2%	15%	21%	0%	11%	-7	-3%
Cc1csc(NC(=O)Cc2nn(C)c(=O)c3ccccc23)n1
    0%	-7%	3%	0%	-1%	?	-1%	-2%	?	-1	-20%
O=C(NCc1ccccc1Cl)c1ccc(S(=O)(=O)Nc2cccc(C(F)(F)F)c2)cc1
    1%	-4%	?	12%	-2%	-12%	-13%	-4%	?	2	-5%
O=C(COc1ccc(F)cc1)NCCCn1ccnc1
    -2%	-5%	0%	2%	0%	-6%	14%	2%	12%	-1	5%
COc1ccc(OC)c(CN2C(=O)c3ccccc3C2C(=O)NCC2CCCO2)c1 (centres undefined)
    1%	-3%	13%	11%	-1%	4%	-6%	-9%	-14%	12	-5%
Cc1cc(C)c(C)c(OCCCn2ccnc2)c1
    -1%	-3%	16µM*	-6%	4%	-10%	7%	-1%	-16%	-6	-7%
Cc1ccccc1C(=O)N1CCN(c2ccc(NC(=O)Cc3ccccc3)cc2)CC1
    -6%	-2%	23%	/	-1%	-2%	-9%	2%	18µM*	4	2%
Nc1cc(Oc2ccc(F)cc2F)cc([N+](=O)[O-])c1
    9%	-8%	-16%	11%	6%	?	17%	12%	-5%	/	-28%
Cn1c(NCc2cc(Br)ccc2O)nc2ccccc21
    -12%	13%	?	?	?	?	-8%	11%	3%	-6	-6%
Cc1ccsc1C(=O)OCC(=O)NCc1ccc2c(c1)OCO2
    0%	7%	24%	-8%	-20%	18%	-2%	3%	?	3	5%
CC(C)C(C)NC(=O)Cn1cnc2c(oc3ccccc32)c1=O (centres undefined)
    1%	-4%	-8%	0%	?	5%	-3%	-2%	0%	-13	18%
CCc1nnc(NC(=O)CSc2nnc(C3CC3)n2C)s1
    4%	4%	9%	/	1%	-2%	-1%	1%	17%	4	6%
CCC1CCCCN1C(=O)c1ccc(OC2CCN(C(=O)COC)CC2)cc1 (centres undefined)
    -5%	-5%	-11%	-10%	0%	5%	-7%	2%	3%	13	10%
Cc1c(C(=O)NCC2CCCO2)oc2ccc(S(=O)(=O)N3CCCC3)cc12 (centres undefined)
    0%	-4%	24%	5%	-1%	14%	2%	0%	?	14	1%
CCN(CC)C(=O)CSc1nc(N)c(C(=O)Nc2ccc(OC)cc2)s1
    2%	1%	35%	0%	24µM*	8%	?	-6%	?	4	-2%
Cc1cccc2nc(-c3cccc(NC(=O)Cc4ccccc4)c3)cn12
    13%	-2%	-8%	2%	11µM*	-7%	7%	?	?	-2	0%
CCC(C)c1ccccc1N1CC(C(=O)N2CCN(C(=O)c3ccco3)CC2)CC1=O (centres undefined)
    /	-6%	/	/	0%	/	/	3%	2%	13	12%
CCOC(=O)c1cnc(-n2[nH]c(C)cc2=O)[nH]c1=O
    0%	1%	16%	2%	-12%	1%	/	2%	9%	-4	-1%
COc1cccc(OC)c1CNC(=O)CCSCc1ccccc1F
    6%	0%	9%	-7%	0%	-2%[10 µM]	4%	0%	9%	-32	-11%
NC(=O)CSc1nc(N)c2c3c(sc2n1)CCCCC3
    27%	20%	?	12%	8.5µM*	5%	-2%	1%	?	-1	20%
COc1ccc(CCNc2nc3ccccc3n3cnnc23)cc1OC
    -1%	-2%	20%	/	-17%	-5%	-11%	2%	?	-21	-6%
CSc1ncccc1C(=O)OCC(=O)NC(N)=O
    -15%	7%	12%	/	-2%	10%	6%	-3%	21%	-1	-8%
CCNc1nc(Cl)nc(NCc2ccccc2)n1
    0%	-3%	29%	12%	-1%	-2%	-1%	-2%	25%	-6	8%
COC(=O)c1nc(NC(=O)c2ccccc2Br)n[nH]1
    5%	-11%	-35%	9%	3%	-6%	/	3%	10%	5	4%
COc1ccc(C(c2nnnn2Cc2ccccc2)N2CCN(C(=O)c3ccco3)CC2)cc1OC (centres undefined)
    -2%	-1%	15%	-9%	3%	-6%	-4%	6%	14%	1	-5%
Clc1ccc(-c2csc(N3CCOCC3)n2)cc1
    -1%	?	18%	5%	11µM*	0%	2%	-10%	?	-1	3.2µM*
O=S(=O)(Cc1ccccc1)N1CCN(Cc2ccc3c(c2)OCO3)CC1
    -8%	/	10%	5%	4%	-5%	1%	15%	/	6	/
COc1ccccc1N1CCN(C(=S)NC(=O)/C=C/c2ccccc2)CC1
    -1%	22%	0.89µM*	/	-23%	7.1µM*	1%	-2%	?	-9	8%
CC1=Nc2ccccc2/C1=C\c1nc(-c2ccccc2)oc1O
    0%	1%	32%	?	17µM*	10%	3%	4%	13%	2	2%
CCOc1ccc(NC(=O)CN2C(=O)COc3ccccc32)cc1
    -6%	1%	-2%	10%	-11%	-11%	-19%	2%	21%	2	12%
COc1ccc(N2C(=O)/C(=C\c3ccco3)N=C2SCC(N)=O)cc1Cl
    7%	-3%	1%	?	5%	-11%	?	9%	1%	0	-4%
CN(c1ccccc1)S(=O)(=O)c1cccc(NC(=O)c2ccncc2)c1
    3%	-5%	?	/	2%	?	-12%	6%	?	8	-14%
CCOC(=O)C1CCCN(C(=O)CCNS(=O)(=O)c2ccc3c(c2)CCC(=O)N3)C1 (centres undefined)
    3%	-2%	-2%	11%	-1%	3%	1%	0%	-4%	-8	-3%
COc1cc(C(=O)Nc2ccc(N3CCN(C(=O)c4ccc(C)cc4)CC3)cc2)cc(OC)c1OC
    9%	?	1%	/	0%	3%	-5%	3%	26%	-14	-1%
COc1ccc(C(=O)NC2CCCc3ccccc32)cc1S(=O)(=O)N1CCOCC1 (centres undefined)
    3%	0%	13%	10%	4%	-5%	-6%	13%	-3%	8	11%
COCCN(C(=O)c1csnn1)C(C(=O)NC1CCCCC1)c1sccc1C (centres undefined)
    -23%	10%	-1%	6%	-3%	?	-10%	5%	12%	-6	10%
O=C(/C=C/c1cccnc1)c1ccc(O)cc1
    -1%	-14%	13µM*	/	?	-88%	0%	-7%	?	0	-36%[inhibitor]

Screening data as filed in PubChem BioAssay.
